# Screens as filed in PubChem BioAssay.
# Cneo AK release: Cryptococcus neoformans lysis via adenylate kinase release | C. neoformans lysis, adenylate kinase release luminescence, 4 h; normalised: neutral wells 0, clomiphene wells 100 | lysis activity, % at 15 µM | 0.2% of 360,000 active | AID 651654;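 active = mean lysis activity across replicates of at least 80%, whatever share of replicates individually reach that level; inactive = mean lysis activity below 80%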
#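 Material – Cryptococcus neoformans yeast cells · Quantity – 5 × 10^6 yeast cells/mL · Buffer or medium – YPD medium · Compound – single dose · Timing – 4 h static compound exposure, 37 °C, read 1 h post-reagent · Signal – adenylate kinase release luminescence · Read-out basis – lysis from increased AK signal · Benchmarks – Clomiphene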
# miR122 inh: inhibitors of miR-122 in Huh7 cells. activation (reporter increase), % at 12.5 µM. Huh7 miR-122 Renilla luciferase sensor, 48 h; neutral wells = 0, positive control = 100. 0.3% of 340,000 active;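 active = mean replicate activation score at least 90 and every replicate individually at or above 90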;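 also: higher luciferase means less miR-122 activity so hits act as miR-122 inhibitors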
# PGC1a acetyl inh: PGC1a acetylation modulation, inhibitor mode. U2OS PGC1a acetylation, AlphaScreen anti-acetyl-lysine; with virally co-expressed GCN5 acetyltransferase. inhibition, % at 15.6 µM. 0.17% of 350,000 active. AID 651687;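 active = every replicate shows inhibition of at least 40%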;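 also: 0% = neutral control wells and 100% = positive control wells; some results beyond the cut were filed as inactive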
# CASP6 VEID inh: inhibitors of human caspase-6. AID 686996. purified caspase-6, Z-VEID-R110 cleavage fluorescence. 0.53% of 350,000 active. inhibition, % at 12.5 µM;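 active = mean inhibition across replicates at least about 35%, with every replicate also reaching that limit, limit read from the data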;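 also: 0% = median of neutral control wells and 100% = no fluorescence left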
# Target sequence (P55212 24-179 limits assumed): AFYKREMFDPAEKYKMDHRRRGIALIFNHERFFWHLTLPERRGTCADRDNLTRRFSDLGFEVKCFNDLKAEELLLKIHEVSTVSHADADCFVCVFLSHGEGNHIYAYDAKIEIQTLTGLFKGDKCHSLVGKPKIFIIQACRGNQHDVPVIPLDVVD
# Target sequence (P55212 194-293 limits assumed): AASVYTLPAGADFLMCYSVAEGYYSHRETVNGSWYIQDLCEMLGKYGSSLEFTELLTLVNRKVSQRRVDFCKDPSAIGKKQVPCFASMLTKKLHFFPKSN
# LGR2 inh: inhibitors of bursicon-induced Drosophila LGR2 receptor cAMP signaling; inhibition, % at 9.99 µM; HEK293 LGR2, CRE-luciferase, bursicon-stimulated, 4 h; AID 720647; 0.35% of 380,000 active;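 active = drop in luminescence signal, shown as inhibition above about 50% in the replicate tests, limit read from the data, passing the limit was not always enough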;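 also: agonist challenge used bursicon conditioned medium at about half maximal strength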
# FN deposition inh: fibronectin deposition inhibition; AH1F fibroblasts, Alexa488-fibronectin deposition fluorescence, overnight; inhibition, % at 12.6 µM; 0.086% of 350,000 active;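 active = mean inhibition across replicates of 30% or more, regardless of how many single replicates reach that level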;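 also: positive control wells lacked labelled fibronectin entirely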
#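 Assay system: AH1F fibroblasts assembling fluorescent fibronectin matrix; Amount: 10000 AH1F cells per well; Buffer or medium: DMEM, 2% serum; Probe or stimulus: Alexa488-fibronectin, 24 nM final in well; Doses: single compound dose, delivered by pin transfer; Incubation: 1 h adhesion, overnight exposure; Measured by: fluorescence 485/525 nm; Read-out: fibronectin deposition inhibition.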
# PAX8 inh HTS: inhibitors of PAX8 transcriptional activity in RMG-I cells. RMG-I TPO-luciferase reporter, SteadyGlo, 24 h. inhibition, % at 12.6 µM. 1.2% of 360,000 active;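 active = mean replicate inhibition at least 60% with every replicate also reaching 60%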;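 also: luciferase light reporting Pax8 driven TPO promoter activity; plate controls were median of neutral control wells for no effect and mitoxantrone controls for full effect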
# EWS-Fli inh: inhibitors of EWS/Fli oncoprotein transcriptional activity; A673 NR0B1-luciferase reporter, viability-normalised; inhibition, % at 12.6 µM; 0.67% of 350,000 active; AID 651661;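 active = mean inhibition of at least 50% after viability correction, with every replicate also passing that limit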;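 also: firefly luciferase signal divided by Alamar Blue viability fluorescence both relative to DMSO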
# * = called active by the depositor; nt = not tested or not shown; & = joins results of further samples; [ ] = remark or other dose.
compound | Cneo AK release | miR122 inh | PGC1a acetyl inh | CASP6 VEID inh | LGR2 inh | FN deposition inh | PAX8 inh HTS | EWS-Fli inh
Cc1cc(NC(=O)CCC(=O)N(c2ccccc2)C(C(=O)NC2CCCC2)c2ccc(F)cc2)no1 (configuration not stated) | -1 | 2 | -1 | -3 | 8 | 0 | -1 | -3
COc1ccc(-c2csc(-c3cccs3)n2)cc1OC | nt | nt | 6 | 2 | -95 | -5 | -294 | -123
Cc1cc(=O)[nH]c(N/N=C/c2c[nH]c3ccccc23)n1 | nt | -3 | 0 | 9 | -16 | -3 | 14 | -1
Cc1ccc2nc3ccc(N4CCCCCCC4)nn3c(=O)c2c1 | -2 | -7 | 4 | nt | nt | 9 | -170 | nt
COc1ccc(NC(=O)C(NC(=O)c2ccc(=O)[nH]c2)c2ccc(OC)cc2)cc1 (configuration not stated) | nt | -3 | -6 | nt | 8 | 2 | -8 | nt
Cc1nc(CN(C)Cc2nc(Cc3ccccc3Cl)no2)cs1 | 7 | -1 | 9 | -2 | 6 | 9 | 3 | 2
CN1CCC(N(C)S(=O)(=O)c2ccc(NC(=O)COc3ccc([N+](=O)[O-])cc3)cc2)CC1 | -1 | 1 | 3 | -19 | -1 | 5 | -13 | 0
O=C(CCN1C(=O)/C(=C/c2ccco2)SC1=S)Nc1ccc(C(=O)O)c(O)c1 | -2 | nt | nt | 74* | 9 | -5 | -9 | 2
Cc1nn(-c2ccccc2)c(N2CCCC2)c1/C=C1\N=C(c2ccc(OC(C)C)cc2)OC1=O | 1 | -3 | -4 | nt | -13 | 9 | -5 | nt
CC1=C(C(=O)OCC(Br)(Br)Br)C(c2cccc([N+](=O)[O-])c2)NC(=O)N1CCCC(=O)O (configuration not stated) | 2 | nt | nt | -2 | -17 | -7 | -10 | 3
CN(C(=O)c1cccc(S(=O)(=O)N2CCCCC2)c1)C1CCS(=O)(=O)C1 (configuration not stated) | nt | nt | nt | -4 | -17 | -3 | -4 | -6
O=C(Oc1c(Cl)cc(Cl)c2cccnc12)N1CCOCC1 | 0 | -6 | 5 | nt | nt | 1 | nt | nt
Cc1noc(C)c1NC(=O)Nc1ccc2c(c1)CC(=O)N([C@@H](C)CO)C[C@H](C)[C@@H](CN(C)C(=O)Nc1ccc3c(c1)OCO3)O2 | 52 | 3[16.7 µM] | 12 | -2 | 1 | nt | -29 | -9
CCc1nc2c(OCCOc3ccccc3)cccn2c1N(C)C(=O)c1cccs1 | 2 | -6 | 9 | -1 | 13 | nt | 13 | -2
Cc1cccc(-c2nnc(SCC(=O)C(C)(C)C)n2C)c1 | -4 | -4 | -6 | -1 | -36 | 3 | -1 | -53
CCC(=O)N[C@H]1CC[C@@H](CCNC(=O)Nc2ccc(C(F)(F)F)cc2)O[C@H]1CO | -1 | -9[16.7 µM] | -4 | 0 | 17 | -13 | 7 | -12
COC(=O)C1CCN(C(=O)c2cc(OC)c(OC)c(OC)c2)CC1 | -1 | 1 | -7 | 2 | -2 | nt | nt | 4
Cc1noc(C)c1NC(=O)N(C)C[C@H]1Oc2c(NC(=O)C3CCCCC3)cccc2C(=O)N([C@@H](C)CO)C[C@@H]1C | -3 | 13[16.7 µM] | -7 | -1 | -18 | nt | -12 | -2
CC1CCCC(C)N1CCCNC(=O)c1ccc2nc(N3CCCCC3)sc2c1 (configuration not stated) | -1 | -10 | -2 | -15 | -48 | 2 | -179 | -60
CCOc1ccc(NC(=O)N2CCN(C(=O)c3ccco3)CC2)cc1 | 4 | 3 | -13 | -3 | -1 | nt | -1 | nt
Cc1noc(C)c1S(=O)(=O)N(C)C[C@H]1OCc2cnnn2CCCC(=O)N([C@@H](C)CO)C[C@H]1C | 0&51 | -3 | 3&-3 | 0&0 | 3&0 | 12&1 | -7&51 | 4&4
Cn1cccc1C(=O)OCC(=O)N1CC(=O)Nc2ccccc21 | -1 | -1 | -1 | 1 | -7 | 7 | -2 | 6
O=C(NC1CCCC1)C(c1ccc(Cl)cc1)N1CCc2ccccc21 (configuration not stated) | 2 | -3 | 8 | -4 | -5 | -1 | 8 | 9
CC1(C)Cc2c(cnn2-c2ccccc2)C(NC(=O)c2ccoc2)C1 (configuration not stated) | 1 | nt | nt | 2 | 3 | 3 | 10 | nt
CNC[C@H]1Oc2cc(C#Cc3ccc(OC)cc3)ccc2S(=O)(=O)N([C@@H](C)CO)C[C@@H]1C | 0 | 0[16.7 µM] | -15 | -1 | 17 | 9 | nt | -2
COC(=O)COc1cccc2c(=O)n(CC(=O)NCc3ccc(F)cc3)ccc12 | 1 | 13 | 13 | 0 | -13 | 1 | 38 | 26
COc1cccc(S(=O)(=O)Nc2ccc3c(c2)[C@H]2C[C@@H](CC(=O)NCc4cccc(F)c4)O[C@H](CO)[C@H]2O3)c1 | -1 | 1[16.7 µM] | -3 | -1 | 0 | -10 | 11 | 8
C=CCC1c2cccc(C(=O)O)c2C(=O)N1c1cccc(OC)c1 (configuration not stated) | 0 | nt | nt | 2 | -7 | -14 | 10 | -3
O=C1CCCN1CCCNC(=S)Nc1ccccc1 | -1 | -5 | -2 | 0 | 9 | -4 | 15 | -8
CN(C)CCCN(C(=O)c1ccco1)c1nc2cc3c(cc2s1)OCO3 | -25 | 5 | -2 | -26 | 6 | -1 | 0 | -6
COc1cccc(C(=O)NC(=S)Nn2cnnc2)c1OC | nt | 0 | -13 | 4 | 20 | -5 | -20 | 6
COc1cccc(CNC(=O)C[C@H]2CC[C@H](NC(=O)C3CCC3)[C@@H](CO)O2)c1 | 0 | nt | -6 | -3 | -19 | nt | 3 | -2
COc1ccc(S(=O)(=O)N(C)C[C@H]2OCc3cn(nn3)CCCC(=O)N([C@@H](C)CO)C[C@H]2C)cc1 | 5 | -2[16.7 µM] | 9 | 1 | 2 | -7 | nt | -10
C[C@H]1CN([C@@H](C)CO)C(=O)c2cccc(NS(=O)(=O)c3cn(C)cn3)c2O[C@H]1CN(C)C | 4 | 3[16.7 µM] | 0 | 1 | 9 | 0 | -8 | -4
COc1ccc(CCN2C(=O)CCC2(C)c2nnnn2-c2ccc3c(c2)OCCO3)cc1OC (configuration not stated) | nt | nt | nt | 0 | -12 | nt | 15 | -7
CN(CC(O)COC(c1ccccc1)c1ccccc1)C1CCCCC1 (configuration not stated) | nt | nt | nt | nt | -15 | 5 | 10 | 9
CCCOC(=S)NC(=O)c1sc2ccccc2c1Cl | 0 | -2 | 2 | nt | nt | -5 | nt | nt
O=C(N/N=C(\CC(=O)c1cccs1)C(F)(F)F)c1ccncc1 | 0 | -1 | -3 | -6 | 14 | 2 | 11 | -78
Cc1ccc(NC2CCCN(C(=O)c3nonc3C)C2)cc1C (configuration not stated) | -2 | nt | -9 | -2 | -8 | 2 | 0 | -9
CC(C)[C@H]1CN=C2N(CCNC(=O)CCC3CCCCC3)[C@H](Cc3ccc(O)cc3)CN21 | -1 | 3 | -9 | 2 | -34 | 16 | -20 | 11
CC(C)CC#Cc1ccc2c(c1)O[C@@H](CN(C)C(=O)Nc1ccccc1F)[C@H](C)CN([C@H](C)CO)S2(=O)=O | -2 | 28[16.7 µM] | 1 | -1 | -5 | -1 | nt | 33
Cc1noc(C)c1C(=O)OCC(=O)Nc1ncc(Cl)c(C)c1Cl | -1 | -2 | -13 | 5 | 0 | nt | 8 | 0
CCS(=O)(=O)N[C@H]1CC[C@H](CC(=O)Nc2ccc(-c3ccccc3)cc2)O[C@@H]1CO | 1 | 19[16.7 µM] | -1 | 4 | -19 | -40 | 23 | 0
O=C(OC[C@@H]1[C@H]2c3ccccc3OC1(CO)N=C1SCCCN12)c1ccccc1 | 9 | nt | 0 | -3 | nt | nt | -8 | -23
CCCNC(=O)C1(CC2CC(c3ccccc3)=NO2)CCN(C(=O)C2CCCC2)CC1 (configuration not stated) | -1 | -5 | -8 | 0 | -19 | -4 | -2 | -5
Cc1nn(C(=O)c2cccc([N+](=O)[O-])c2)c(C)c1Br | -1 | nt | 2 | -1 | 4 | 3 | 11 | 1
Cc1cccnc1C(NC(=O)C1CCN(Cc2ccc(Oc3ccccc3)cc2)CC1)c1ccc(F)cc1 (configuration not stated) | 3 | -14 | -14 | -4 | -1 | 10 | 27 | 24
COc1ccc(-c2cnc3c(c2)C(=O)N([C@H](C)CO)C[C@@H](C)[C@H](CN(C)C(=O)CN(C)C)O3)cc1 | -3 | 10[16.7 µM] | 6 | -1 | -11 | -2 | nt | -24
CCc1nc2ccc(C(=O)Nc3ccc4c(c3)OCC(=O)N4)cn2c1N(C)C(=O)Cc1ccccc1 | -1 | -3 | nt | 6 | -7 | -1 | -21 | -19
Cc1ccccc1NC(=O)Cc1cccc(C(F)(F)F)c1 | -1 | -1 | nt | 1 | 6 | 1 | -3 | -3
COc1ccccc1NC(=O)CSc1ccc(-c2ccco2)nn1 | 4 | -4 | -17 | 6 | 4 | -3 | -10 | nt
COc1ccccc1C1CC(=O)Oc2cc(OC)c(OC)c(OC)c21 (configuration not stated) | 1 | 1 | 4 | 0 | -11 | 7 | 7 | -5
CSc1ccc(Cn2c(C)c(C(=O)NCc3cccc(Cl)c3)sc2=O)cc1 | 7 | nt | nt | 1 | -4 | -1 | 0 | 1
O=C(/C=C/c1ccc(-c2ccccc2[N+](=O)[O-])o1)c1ccccc1 | -1 | 14 | 0 | 8 | -24 | -4 | 5 | -6
CCCCCCN=CC1=C(O)CC(C)(C)CC1=O | 0 | 2 | 17 | nt | nt | -6 | -13 | nt
O=C(Nc1ccc(OC(F)(F)F)cc1)C1CC(c2ccc(F)cc2)=NO1 (configuration not stated) | nt | 5 | 3 | -1 | 13 | -15 | -8 | 9
CC(=O)Nc1ccc(/C=N/NC(=O)c2cccc(S(=O)(=O)N3CCOCC3)c2)cc1 | nt | nt | nt | 2 | 17 | -17 | -10 | -5
CCOC(=O)C1CCCN(Cc2cc(Br)c(OC)cc2OC)C1 (configuration not stated) | 0 | 4 | 4 | nt | -3 | nt | nt | nt
